DAX1 inh-1: DAX1 (NR0B1) inhibition, primary screen. HEK293T StAR-luciferase reporter, SF-1/DAX-1 repression relief. inhibition, % at 6.8 µM. 370,000 tested, 1.1% active. AID 652010;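 active means inhibition above the mean over all tested compounds plus 3 SD, cut at about 3.6% in these data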;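 further: 0% = DAX-1 cells with DMSO and 100% = cells lacking DAX-1 with DMSO; higher inhibition means more luminescence from relief of DAX-1 repression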
ADAM17 inh: inhibits human ADAM17; recombinant ADAM17, EDANS/DABCYL FRET peptide cleavage; inhibition, % at 6.95 µM; 370,000 tested, 0.83% active;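 active means inhibition above the mean of compounds lying between control limits plus 3 SD, set per campaign, cut at about 8.5% in these data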;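 further: 0% = DMSO-only wells as the low control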
ADAM10 inh: inhibitors of human ADAM10. inhibition, % at 7 µM. recombinant ADAM10, EDANS/DABCYL FRET peptide cleavage, 3 h. 370,000 tested, 0.62% active. AID 720582;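 active means inhibition above a per-campaign cutoff equal to the mean of compounds falling between control-based bounds plus 3 SD, cut at about 20% in these data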;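 further: 0% = DMSO wells while the 100% control is not disclosed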
Target sequence (O14672 214-748 limits assumed): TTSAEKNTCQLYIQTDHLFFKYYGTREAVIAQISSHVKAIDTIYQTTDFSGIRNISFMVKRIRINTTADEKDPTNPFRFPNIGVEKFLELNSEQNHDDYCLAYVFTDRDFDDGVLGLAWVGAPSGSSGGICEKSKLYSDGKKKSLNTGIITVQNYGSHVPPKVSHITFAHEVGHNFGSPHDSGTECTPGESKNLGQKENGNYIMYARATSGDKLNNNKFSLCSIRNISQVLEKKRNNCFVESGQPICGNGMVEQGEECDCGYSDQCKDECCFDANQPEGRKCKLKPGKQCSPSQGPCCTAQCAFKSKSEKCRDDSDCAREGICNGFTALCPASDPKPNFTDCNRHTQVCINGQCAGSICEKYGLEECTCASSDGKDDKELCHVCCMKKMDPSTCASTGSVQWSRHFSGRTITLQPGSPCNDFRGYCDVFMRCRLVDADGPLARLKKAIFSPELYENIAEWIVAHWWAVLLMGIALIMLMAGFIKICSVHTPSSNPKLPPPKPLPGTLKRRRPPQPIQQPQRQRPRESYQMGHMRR
hcDAF-12 act: activators of H. contortus DAF-12 nuclear receptor | 370,000 tested, 1.4% active | activation, % at 6.8 µM | HEK293 hcDAF-12 lit1-tk-luc reporter, luminescence; 0% DMSO, 100% Δ7-dafachronic acid | AID 652067;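 active means activation above the mean of all tested compounds plus 3 SD, cut at about 5.5% in these data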;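 further: 100% = response to 3 µM Δ7-dafachronic acid high control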
SMARCA2 act: SMARCA2 function activation, primary screen; MG213 cells, MMTV-luciferase reporter, dexamethasone, overnight; 370,000 tested, 1% active; activation, % at 9.1 µM; AID 652017; in the data active means activation above about 7.8%;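 further: 0% = vehicle wells and 100% = reference activator wells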
ssDAF-12 act: activates DAF-12 receptor from parasite S. stercoralis. HEK293 ssDAF-12/GRIP1 lit1-tk-luc reporter, luminescence; % of 3 µM dafachronic acid response. activation, % at 6.8 µM. 370,000 tested, 1% active;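 active means activation above the mean over all tested compounds plus 3 SD, cut at about 0.9% in these data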;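 further: 0% = DMSO-only wells and 100% = 3 µM delta7-dafachronic acid wells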
NPR1 activator: GC-A (human) enzyme activation. HEK293 GC-A cells, cGMP TR-FRET, EC30 ANP; 0% at EC30 ANP, 100% saturating ANP. activation, % at 10 µM. 370,000 tested, 0.14% active. AID 1671463; in the data active means activation above about 40%
FXN GAA850 act: activators of GAA850 frataxin (FXN) promoter; HEK293 lucGAA850 FXN promoter luciferase reporter, 24 h; percent of 10 µM SAHA response; activation, % at 6 µM; 360,000 tested, 0.56% active; AID 540364;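 active means activation above the average of all compounds screened plus 3 SD, cutoff fixed separately per campaign, cut at about 7.5% in these data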;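 further: 0% = DMSO wells and 100% = 10 µM SAHA wells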
DAX1 inh-2: inhibits human nuclear receptor DAX1; P51843; HEK293 Gal4-DAX1 luciferase reporter, luminescence; inhibition, % at 6.75 µM; 340,000 tested, 0.99% active; AID 504766;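 active means inhibition above the mean over all tested compounds plus 3 SD, cut at about 4.2% in these data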;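 further: 0% = DAX1-transfected cells with DMSO and 100% = empty-vector control cells with DMSO; inhibition shows as a rise in luminescence from relieved DAX1 repression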
Target sequence (P51843 207-470 limits assumed): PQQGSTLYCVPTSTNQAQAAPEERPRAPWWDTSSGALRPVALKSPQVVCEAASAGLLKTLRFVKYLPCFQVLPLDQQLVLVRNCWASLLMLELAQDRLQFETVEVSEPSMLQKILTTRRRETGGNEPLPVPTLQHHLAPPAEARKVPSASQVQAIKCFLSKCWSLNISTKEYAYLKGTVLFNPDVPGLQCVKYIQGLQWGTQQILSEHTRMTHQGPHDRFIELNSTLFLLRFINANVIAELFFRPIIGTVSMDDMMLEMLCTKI
PG9 Ab binder: small molecules binding HIV-1 gp120 antibody PG9. TR-FRET gp120-PG9 antibody binding. inhibition, % at 6.7 µM. 360,000 tested, 0.43% active. AID 624416; in the data active means inhibition above about 8.5%
hgDAF12 agonist: hgDAF-12 agonism, primary luciferase screen; AID 687014; 370,000 tested, 1.8% active; HEK293 GAL4-hgDAF12 UAS-luciferase reporter, agonist luminescence; normalized to butyrate control; activation, % at 6.8 µM;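 active means activation above a cutoff set at the mean of all screened compounds plus 3 SD, cut at about 10% in these data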;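 further: 0% = DMSO wells and 100% = sodium butyrate wells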
* = called active by the depositor; i = inactive; . = no result given.

SMILES	DAX1 inh-1	ADAM17 inh	ADAM10 inh	hcDAF-12 act	SMARCA2 act	ssDAF-12 act	NPR1 activator	FXN GAA850 act	DAX1 inh-2	PG9 Ab binder	hgDAF12 agonist
O=C(NNC(=O)c1ccc2c(=O)n3c(nc2c1)CCC3)c1ccc(F)cc1	0.9	-5.4	-3.4	-0.8	-0.5	-1.4	-1.3	0.2	-1.4	2.6	-1.4
CC(/C=C/c1ccccc1)=N\NC(=O)c1cc(C)[nH]n1	0.2	-0.5	2.6	-1.2	1.0	-0.7	-3.5	2.4	-1.0	-1.9	3.1
CCOc1ncccc1C(=O)OC(C)C(=O)Nc1ccc(N2CCOCC2)cc1 (stereo not given)	0.3	-0.3	-18.1	1.6	2.2	-0.3	-0.6	2.0	0.4	-1.0	1.5
COC(=O)COc1ccc(S(=O)(=O)N2CCCCC2)cc1[N+](=O)[O-]	0.3	1.4	2.0	1.8	-1.9	-1.8	-1.8	2.8	-0.9	-0.9	-2.7
Cn1ccc2c(-c3ccc(CO)cc3)cc3c(c21)C1CCC3O1 (stereo not given)	0.1	-283.2	i	0.0	-0.9	-1.3	0.4	.	.	-0.8	5.5
O=C(CCN1CCOCC1)NCc1ccccc1	0.4	0.2	-11.5	0.1	-4.5	-1.4	2.7	1.4	0.0	1.2	-2.3
CN(C)CCN(C)Cc1ccccc1Sc1cccc2ccccc12	0.4	1.8	-4.5	-1.0	2.4	-1.1	-31.8	-1.7	0.8	-1.3	-0.9
Nc1c(-c2ccccc2)cnc2ncnn12	-0.3	-2.6	7.9	-1.3	2.8	-1.1	-1.9	0.3	0.8	-2.7	-0.8
COc1ccc(CCC(=O)Nc2ccc(OC)c(S(=O)(=O)N3CCCCC3)c2)cc1	0.4	1.6	7.3	-1.4	3.9	-1.1	-1.5	0.8	-1.1	-2.0	-1.2
COc1ccc(Nc2oc(-c3ccc(F)cc3)nc2C#N)cc1	0.1	-18.3	-44.5	0.6	4.3	0.1	-2.6	2.0	.	-0.7	4.8
CC(=O)COc1cccc2ccc(/C=C/c3ccc(Br)s3)nc12	-0.4	-14.9	-23.6	-0.2	-1.5	-1.1	-31.7	2.3	0.8	-0.5	1.2
CCc1nnc(NS(=O)(=O)c2ccc(N/C=C\C(=O)c3ccc(F)cc3)cc2)s1	1.4	-3.4	-7.8	0.8	3.5	-0.8	0.5	1.4	1.8	1.9	3.7
O=C(c1cccc(S(=O)(=O)NCc2ccccc2)c1)N1CCN(c2ccc(F)cc2)CC1	-1.0	0.1	1.4	-2.3	-2.2	-1.4	0.4	-0.6	-0.3	-1.7	-3.1
COc1ccc2[nH]cc(C(=O)CN(C)CCc3ccc(OC)c(OC)c3)c2c1	0.5	-1.6	-6.1	-0.8	-0.5	-0.7	-2.4	-0.5	2.8	0.0	-0.7
O=C1NC(c2ccccc2)=NC1(NS(=O)(=O)c1ccccc1)C(F)(F)F (stereo not given)	-0.1	8.1	6.8	-1.5	-3.0	-1.9	4.3	0.5	1.0	-3.1	-1.0
O=C(NCC(c1cccnc1)N1CCN(c2ccccc2F)CC1)c1ccco1 (stereo not given)	-0.1	-5.9	-10.7	-2.0	-2.3	-1.2	2.2	-2.5	-0.2	-0.7	-1.9
C=CCNC(=O)c1cc(Cl)cc(Cl)c1	0.2	-1.9	-5.6	-1.1	2.3	-0.9	0.8	1.1	-0.1	-1.7	-1.2
CC(NC(=O)c1ccccc1)C(=O)N/N=C/c1ccc(O)cc1 (stereo not given)	-0.5	0.5	-6.1	-1.4	3.9	-0.7	2.2	1.2	1.1	-2.5	-2.9
Cc1cccc(NC(=O)/C=C/c2ccc(Cl)cc2)n1	4.6*	-3.5	-9.9	3.7	0.6	-0.4	0.9	6.1	0.6	-0.4	12.0*
CCOc1cc(C(=O)OCC(=O)NCc2ccco2)cc(OCC)c1OCC	0.2	-3.9	-1.5	-1.4	1.8	-1.2	-2.0	0.3	0.0	0.0	0.8
COc1ccc(CSc2nncn2C)cc1[N+](=O)[O-]	0.0	1.2	3.1	-1.0	-4.8	-1.6	-0.8	0.6	1.7	-0.8	-2.7
N#C/C(=C\c1cccnc1)C(=O)Nc1ccccc1[N+](=O)[O-]	-1.4	-4.1	-4.1	0.6	-1.8	-0.8	-5.6	0.6	0.7	0.3	-3.0
CCCS(=O)(=O)N1CCN=C1SCc1cccc(C)c1	0.0	0.5	4.2	0.8	5.8	-1.2	-3.4	2.9	0.7	-5.2	-2.1
O=C(NCCS(=O)(=O)N1CCN(c2ccccc2)CC1)C1CC1	-1.1	-8.1	-6.2	-0.8	1.0	-1.1	1.0	0.5	0.0	-2.5	1.1
O=C(O)C(Cc1ccccc1)N1C(=O)/C(=C/c2ccccc2)SC1=S (stereo not given)	-0.2	1.2	-5.1	-2.1	-0.8	-1.3	4.1	-0.2	2.3	0.9	0.2
Cc1ccc(C)c(NC(=S)c2ccc3ccccc3n2)c1	1.6	-2.0	-5.0	21.9*	8.5*	2.0*	-6.8	4.7	2.0	-2.7	17.1*
COc1cc(NC(=O)CNC(=O)Cn2c(C)cc3ccccc3c2=O)cc(OC)c1OC	-0.5	-8.6	-27.7	-1.4	-1.4	-1.2	1.7	1.2	1.9	-1.0	0.3
Cc1nc(N)nc(Nc2ccc(Cl)cc2)c1Br	-0.8	-1.4	2.2	1.6	1.7	-0.4	4.6	2.5	-2.7	-0.7	2.0
O=C(COc1cc2oc(=O)c3c(c2cc1Cl)CCCC3)NCc1cccnc1	-0.4	-13.1	-21.4	0.0	-1.2	0.1	-19.0	0.5	-0.4	0.9	-0.3
O=C(COC(=O)c1cncc(Br)c1)NCc1cccs1	-0.6	-5.9	-5.6	0.5	-2.6	-0.8	4.5	0.5	-0.1	1.5	-0.2
c1ccc(-n2nnnc2-c2cccnc2)cc1	0.4	-0.3	5.8	-0.7	-1.1	-1.3	4.5	1.8	-0.3	-1.3	-1.1
CCOC(=O)c1c(C)[nH]c(C(=O)COC(=O)C(C)N2C(=O)C3CCCCC3C2=O)c1C (stereo not given)	-1.2	-1.1	-1.9	-2.6	-2.0	-1.7	8.4	-2.0	-1.2	-1.8	-0.6
O=C(CCCCCNC(=S)Nc1ccc(Cl)cc1)C[N+](=O)[O-]	-0.1	0.2	-3.2	0.2	-3.2	-1.2	-4.1	0.4	-0.5	-2.2	0.0
CCN(C(=O)c1ccc(Cl)c([N+](=O)[O-])c1)c1ccccc1	0.0	-3.3	-10.9	-1.9	-2.2	-2.1	-18.7	-1.5	-0.4	-0.6	0.1
Cc1ccsc1C(=O)N/N=C/C=C/c1ccccc1[N+](=O)[O-]	0.8	0.6	6.5	-0.2	6.7	-0.6	-1.8	1.5	0.5	-3.9	4.9
COC(=O)c1ccc(NC(=O)C2CCCO2)cc1 (stereo not given)	0.3	-11.6	1.4	0.5	2.0	-0.7	-0.5	-0.7	0.6	0.6	4.4
FC(F)C(F)(F)c1cc(-c2ccccc2)n[nH]1	-0.4	-0.4	6.6	-2.1	-1.1	-0.8	7.5	1.7	2.3	0.6	0.7
CCCCN1C(=O)C(=O)N(CC(=O)Nc2sc(C)c(C)c2C(=O)OC)C1=O	0.1	-2.3	-8.0	0.8	0.7	-1.0	-1.0	0.2	0.4	-0.1	-0.2
O=C(Cc1cccc2ccccc12)NC(=S)Nc1cccc(C(=O)O)c1	0.5	1.7	-3.0	-0.5	0.6	-1.0	-0.2	2.3	-0.2	0.6	-1.2
Nc1ccccc1SCC1CSc2nc3ccccc3c(=O)n21 (stereo not given)	0.6	-3.2	-9.5	-3.2	-2.6	-1.8	-1.9	-0.8	-0.3	1.1	-3.3
Cc1ncc(CN=Cc2ccc(Cl)cc2)c(N)n1	-0.1	-0.8	-3.6	1.6	-1.0	-0.8	4.9	1.0	1.1	1.4	1.4
CCn1cc(C(=O)O)c(=O)c2cc(F)c(N/N=C/c3ccccc3[N+](=O)[O-])cc21	0.2	-0.9	-3.0	-0.1	0.1	-1.5	8.6	-2.5	-1.6	-0.2	0.1
CCOC(=O)Cc1csc(NC(=O)Cc2ccc(C)cc2)n1	-0.6	-0.3	3.7	-0.3	5.0	-2.6	0.4	-1.4	-0.3	0.2	2.0
O=C(NCC12CC3CC(CC(C3)C1)C2)c1cc2n(n1)C(C(F)(F)F)CC(c1ccco1)N2 (stereo not given)	-0.1	-4.6	-1.2	-0.4	-1.4	-0.9	6.4	0.5	2.2	-0.5	-1.4
CCOC(=O)N1CCN(C(=O)CSCC(=O)Nc2nc(-c3ccc(OC)cc3)cs2)CC1	-0.2	1.8	8.6	-2.1	-1.8	-1.1	-2.1	0.1	0.9	-2.6	0.5
CC(C)(C)NC(=O)/C=C/c1cccs1	0.2	-1.3	-9.8	-1.1	2.6	-0.7	1.2	1.4	0.5	-2.0	1.1
O=C(O)CCNC(=O)OCC1c2ccccc2-c2ccccc21	-0.5	-5.9	-2.4	2.2	0.2	-0.2	-4.6	0.5	0.6	-1.4	0.5
NNC(=O)c1ccc(Cn2cc(Cl)cn2)o1	0.4	2.4	8.5	0.3	-0.7	-1.4	2.4	1.1	3.5	1.1	4.7
Cc1ccc(NC(=O)CCCc2nc3ccccc3c(=O)[nH]2)c(Cl)c1	2.0	1.9	-6.3	-0.6	-1.2	-1.1	-5.8	-0.1	-1.1	-0.1	5.0
CCOc1cccc(N2CCN(CCNC(=O)Nc3ccc(C)cc3)CC2)c1C	0.1	-2.6	5.3	-0.3	4.2	0.1	-3.3	-2.2	0.3	-3.2	-1.5
O=C(CSc1cccc[n+]1[O-])Nc1ccc(N2CCOCC2)cc1	-1.2	-5.9	-6.0	-0.7	0.5	-1.4	-1.2	.	.	-1.1	1.4
Cc1ccc(S(=O)(=O)N2CCC(C(=O)OCC(=O)N(Cc3ccccc3)C(C)C)CC2)cc1C	-0.6	-5.3	-0.2	-0.1	-4.2	0.3	0.9	-1.1	0.6	-3.1	-0.4
Cc1nc2cc(C(=O)OCC(=O)NC34CC5CC(CC(C5)C3)C4)ccc2n1-c1ccccc1	-0.1	-2.9	-10.7	0.7	-1.4	-0.4	-0.9	2.1	0.9	1.6	-1.5
CCN(CC)S(=O)(=O)c1cccc(C(=O)/C=C2/N(C)c3ccccc3C2(C)C)c1	0.6	-2.0	-7.1	-1.1	-0.1	-1.3	4.4	-2.9	1.2	-3.7	-1.2
CCOc1ccc(CCNC(=O)COC(=O)c2n[nH]c3ccccc23)cc1OCC	-2.9	-2.0	2.8	-0.1	2.9	-0.6	-3.0	-0.7	-0.1	0.7	-0.1
CCOC(=O)CN1C(=O)N[C@@H](c2ccc(Br)cc2)C(C(=O)OC)=C1C	-0.2	-3.8	-6.0	-2.0	0.9	-1.2	-0.8	1.1	0.9	-1.4	0.6

Arranged by the number under PG9 Ab binder (lowest first): some entries from above
SMILES	DAX1 inh-1	ADAM17 inh	ADAM10 inh	hcDAF-12 act	SMARCA2 act	ssDAF-12 act	NPR1 activator	DAX1 inh-2	PG9 Ab binder
C=CCNC(=O)c1cc(Cl)cc(Cl)c1	0.2	-1.9	-5.6	-1.1	2.3	-0.9	0.8	-0.1	-1.7
COC(=O)COc1ccc(S(=O)(=O)N2CCCCC2)cc1[N+](=O)[O-]	0.3	1.4	2.0	1.8	-1.9	-1.8	-1.8	-0.9	-0.9
FC(F)C(F)(F)c1cc(-c2ccccc2)n[nH]1	-0.4	-0.4	6.6	-2.1	-1.1	-0.8	7.5	2.3	0.6

Compound activity: PubChem, several laboratories
